High-throughput results (PubChem)
Myeloid diff 2 – promotes myeloid progenitor differentiation; ER-HoxA9 myeloid progenitors, lysozyme-GFP differentiation, flow cytometry; calls only at 10 µM; actives 1% (n = 360,000); AID 624256;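 active means normalized GFP-positive differentiation at or above the plate's own cutoff, the solvent-only control mean plus 3 SD; inconclusive means no clear call, values can overlap the other calls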;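 further: cells exposed to compound for four days before flow analysis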
Rac1 GTP hydrolysis – MgcRacGAP GTPase-activating activity inhibitors, confirmation, biochemical, ADP Hunter fluorescence; AID 624330; actives 0.6% (n = 340,000); one-dose inhibition, % at 30 µM; IC50 in µM for titrated hits; MgcRacGAP-stimulated Rac1 GTP hydrolysis, ADP Hunter fluorescence; higher % means a stronger effect; GST-tagged Rac1 F28L mutant substrate;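 active means first-screen hits whose inhibition reached a set limit at any dose in the follow-up dose series; inconclusive means inhibition above the set first-screen limit but never retested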;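 further: fluorescence reports GDP produced by GAP-driven GTP hydrolysis; strong numbers were not always called active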
NTR1 agonist – agonists of NTR1, primary screen, imaging, U2OS cells, beta-arrestin-GFP, high content (AID 493036); NTR1-U2OS beta-arrestin-GFP spot imaging, agonist mode; activation, % at 20 µM; actives 0.17% (n = 330,000);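 active means activation at or above 40% of the spot to cytoplasm intensity ratio, with at least 20 cells analyzed; inconclusive means wells under 20 cells, flagged as cytotoxic or low count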;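 further: 0% = DMSO without peptide and 100% = 100 nM NTR1 peptide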
Target sequence (P30989 whole entry, looked up): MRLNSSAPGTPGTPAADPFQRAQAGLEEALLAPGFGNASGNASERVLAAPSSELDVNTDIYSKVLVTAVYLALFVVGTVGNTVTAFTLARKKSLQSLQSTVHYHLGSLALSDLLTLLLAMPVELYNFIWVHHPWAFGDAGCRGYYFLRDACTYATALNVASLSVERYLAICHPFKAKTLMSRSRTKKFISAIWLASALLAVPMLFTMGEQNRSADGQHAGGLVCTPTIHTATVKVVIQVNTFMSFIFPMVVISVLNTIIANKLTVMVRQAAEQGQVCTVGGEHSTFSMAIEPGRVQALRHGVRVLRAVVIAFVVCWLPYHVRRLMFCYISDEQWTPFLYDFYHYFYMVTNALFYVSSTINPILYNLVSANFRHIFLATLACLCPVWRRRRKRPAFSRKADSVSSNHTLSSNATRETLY
NTR1 agonist cell count 20 µM – second read-out of NTR1 agonist, no call of its own (marks repeat the call); cell count; measured here: cell count, cytotoxicity flag
Myeloid diff 2 GFP+ MAC1+ % – second read-out of Myeloid diff 2, no call of its own (marks repeat the call); GFP+ MAC1+ double positive, %; measured here: differentiation confirmed by MAC1 staining
Numbers without * were called inactive; i = inactive; u = inconclusive; x = not tested or not shown; + = active, no number. The list is partial; count on the stated rates, not on these rows.

SMILES | Myeloid diff 2 | Myeloid diff 2 GFP+ MAC1+ % | Rac1 GTP hydrolysis | NTR1 agonist | NTR1 agonist cell count 20 µM
CCOc1ccc(OCC(=O)OC(C)C(=O)NC2CCCC2)cc1 (stereo not drawn) | i | 0.9 | -2.7% | -0.4 | 57
O=S1(=O)CCOC[C@H](Cc2ccccc2)N1Cc1ccccc1 | i | 1.1 | 7.2% | -1.1 | 90
CCCCOc1ccc(C(=O)NCC(=O)NNC(=O)c2ccco2)cc1 | i | 0.6 | 2.9% | -0.8 | 73
COc1cccc(CC(=O)NNC(=O)CN(C)S(=O)(=O)c2ccc(C)cc2)c1 | i | 0.4 | 4.4% | 0.6 | 61
COc1ccccc1C1CC(=O)Oc2cc(OC)c(OC)c(OC)c21 (stereo not drawn) | i | 3.0 | 4.7% | -1.3 | 50
COc1ccc(C(=O)Nc2cccc(-c3csc(C)n3)c2)cc1S(=O)(=O)N1CCCC1 | i | 0.4 | 6.9% | 2.1 | 86
CCC(=O)N1CCC(NC(=O)Nc2ccc(OC(F)(F)F)cc2)CC1 | i | 1.2 | 7.9% | 0.6 | 66
CCN(CC(=O)NC1CCS(=O)(=O)C1)C(=O)c1cc(OC)c(OC)c(OC)c1 (stereo not drawn) | i | 0.3 | -2.2% | -1.9 | 67
O=C(/C=C/Nc1cccc([N+](=O)[O-])c1)c1ccco1 | i | 10.9 | 2.3% | 0.1 | 57
Cc1ccc(C)c(OCC(=O)NNC(=O)c2ccc(=O)[nH]c2)c1 | i | 0.7 | 8.3% | -1.5 | 78
COc1ccc(CCNC(=O)c2ccc(OCc3c(C)noc3C)cc2)cc1OC | i | 0.4 | 2.5% | 1.9 | 36
O=C(Cn1cnc2c(NCc3ccccc3)ncnc21)NCCCN1CCCC1=O | i | 0.5 | 8.0% | -1.2 | 48
c1ccc(CN(Cc2ccccc2)Cc2nnc(-c3cc4ccccc4[nH]3)s2)cc1 | i | 1.6 | 6.0% | -2.2 | 24
CCOC(=O)Nc1ccc2c(CN3CCN(S(=O)(=O)c4ccc(C(C)C)cc4)CC3)cc(=O)oc2c1 | i | 1.1 | 4.7% | 5.6 | 36
CCCn1nc(C(=O)Nc2nnc(C3CC3)s2)c2ccccc2c1=O | i | 0.3 | 1.8% | 5.7 | 45
CC(=O)Nc1ccc(S(=O)(=O)N(C)CC(=O)N2CCN(C(=O)c3ccco3)CC2)cc1 | i | 1.7 | 7.6% | -0.1 | 57
COC(=O)c1cc(Br)ccc1N(Cc1cc(OC)cc(OC)c1)S(C)(=O)=O | i | 1.4 | 6.0% | 2.3 | 58
Cc1cccc(C(=O)OCC(=O)Nc2ccc3c(c2)OCCO3)c1 | i | 0.7 | 2.8% | -3.0 | 90
COc1ccc(NS(=O)(=O)c2ccc(Cl)c(NC(=O)c3ccccc3F)c2)cc1 | i | 0.7 | 4.5% | 5.1 | 54
O=C(COC(=O)c1cc(=O)[nH]c2ccccc12)NCc1ccccc1Cl | i | 0.8 | 7.2% | -1.4 | 37
Nc1nnnn1/N=C/c1ccccc1O | i | 0.3 | 5.7% | 0.6 | 47
Cc1cccc(C)c1NC(=O)CN(C)CC(=O)N1CC(=O)Nc2ccccc21 | i | 0.9 | -6.4% | -0.7 | 58
Cc1cc(C)c(NC(=O)CNC(=O)[C@@H]2CCCN2C(=O)c2cccs2)c(C)c1 | i | 0.4 | 1.7% | -0.2 | 54
COc1ccccc1CNC(=O)CN1C(=O)NC2(CCCc3ccccc32)C1=O (stereo not drawn) | i | 0.4 | 2.0% | -0.7 | 49

Given with values under each structure: entries from further up
Under each structure: Myeloid diff 2, Myeloid diff 2 GFP+ MAC1+ %, Rac1 GTP hydrolysis, NTR1 agonist, NTR1 agonist cell count 20 µM
CCCn1nc(C(=O)Nc2nnc(C3CC3)s2)c2ccccc2c1=O
→ i, 0.3, 1.8%, 5.7, 45
COc1ccc(C(=O)Nc2cccc(-c3csc(C)n3)c2)cc1S(=O)(=O)N1CCCC1
→ i, 0.4, 6.9%, 2.1, 86
CCC(=O)N1CCC(NC(=O)Nc2ccc(OC(F)(F)F)cc2)CC1
→ i, 1.2, 7.9%, 0.6, 66
CCN(CC(=O)NC1CCS(=O)(=O)C1)C(=O)c1cc(OC)c(OC)c(OC)c1 (stereo not drawn)
→ i, 0.3, -2.2%, -1.9, 67
COc1ccccc1CNC(=O)CN1C(=O)NC2(CCCc3ccccc32)C1=O (stereo not drawn)
→ i, 0.4, 2.0%, -0.7, 49
COc1ccccc1C1CC(=O)Oc2cc(OC)c(OC)c(OC)c21 (stereo not drawn)
→ i, 3.0, 4.7%, -1.3, 50
Cc1cccc(C)c1NC(=O)CN(C)CC(=O)N1CC(=O)Nc2ccccc21
→ i, 0.9, -6.4%, -0.7, 58

Other entries.
SMILES | Myeloid diff 2 | Myeloid diff 2 GFP+ MAC1+ % | Rac1 GTP hydrolysis | NTR1 agonist | NTR1 agonist cell count 20 µM
COc1ccc([C@H]2CC(=O)C=C(c3ccc4ncccc4c3)C2)cc1 | i | 1.4 | 11.0% | 7.8 | 63
COc1ccc(C(=O)OCC(=O)NC(=O)NCc2ccccc2)cc1[N+](=O)[O-] | i | 0.6 | 6.4% | 0.4 | 52
CC1CCN(S(=O)(=O)c2ccc(Cl)s2)CC1 | i | 1.2 | -0.3% | -0.5 | 57
O=C(NCCc1cccc(Cl)c1)c1cccc(-n2cnnn2)c1 | i | 0.6 | 4.0% | 3.5 | 59
COc1ccc(CN(CC(O)COCc2ccccc2)S(=O)(=O)c2ccccc2Br)cc1 (stereo not drawn) | i | 0.9 | 7.2% | 1.5 | 54
Cc1cc(C(=O)NCC(=O)OC(C)C(=O)N2CCOCC2)ccc1[N+](=O)[O-] (stereo not drawn) | i | 0.8 | 2.3% | 1.9 | 48
Cc1sc2ncnc(N3CCC(C(=O)Nc4ccc(OC(F)F)c(Cl)c4)CC3)c2c1C | i | 1.2 | 2.5% | 28.7 | 71
Cc1noc(C)c1C(=O)OCC(=O)Nc1ncc(Cl)c(C)c1Cl | i | 1.7 | -9.0% | 0.8 | 47
NC(=O)C1CCN(C(=O)CCC(=O)c2cccs2)CC1 | i | 1.0 | 5.4% | -2.3 | 62
COc1ccc(OCCOC(=O)c2ccc(F)c(S(=O)(=O)N3CCOCC3)c2)cc1 | i | 0.6 | 5.2% | -1.1 | 60
O=C1CCc2ccccc2O1 | i | 2.1 | 8.0% | 3.3 | 65
CC(C)(c1ccccc1)c1ccc(OCc2ccc(C(=O)O)o2)cc1 | i | 0.4 | 9.6% | 0.8 | 52
COc1ccc2c(COC(=O)[C@@H]3CCCN3S(=O)(=O)c3ccc(Cl)cc3)cc(=O)oc2c1 | i | 0.3 | 2.8% | 4.6 | 66
CCc1nc2ccccc2c(C(=O)OCC(=O)NC2CC2)c1C | i | 0.3 | 5.3% | -1.2 | 64
CC1O[C@@H](OC2C(COC3OC(CO)C(O)[C@H](O)C3O)OC(OC3CC[C@]4(C)C(CC[C@@]5(C)[C@@H]4CC=C4[C@@H]6CC(C)(C)CC[C@]6(CO)C(O)C[C@]45C)C3(C)C)C(O)C2O)C(O)C(O)C1O (stereo partly drawn) | i | 1.0 | 8.8% | 2.5 | 56
CC[C@H]1C(O)C[C@H]2CCN3C(=O)CCC[C@H]1[C@H]23 (stereo partly drawn) | i | 0.6 | 8.4% | 2.8 | 48
CC(=O)Nc1ccc(S(=O)(=O)NCCC(=O)NNC(=O)c2ccccc2O)cc1 | i | 1.7 | 3.7% | -2.8 | 90
O=C(NCC(c1ccco1)N1CCCC1)c1cc(S(=O)(=O)N2CCOCC2)ccc1Cl (stereo not drawn) | i | 0.4 | 5.3% | -2.3 | 51
Cc1ccc(S(=O)(=O)N2C[C@@H]3[C@H]4CC[C@H](C4)[C@@H]3[C@@H](C)[C@H]2c2ccco2)cc1 | i | 1.0 | 7.5% | 8.4 | 51
O=[N+]([O-])c1cccc(-c2c(-c3ccccc3)ncc3cc(F)ccc23)c1 | i | 1.2 | 3.1% | 5.5 | 48
O=C(Nc1cccc(S(=O)(=O)Nc2ccc(SC(F)F)cc2)c1)C1CCC1 | i | 1.1 | 5.8% | 1.8 | 54
COc1ccc(NC(=O)CCCN2C(=O)CN(C)C2=O)cc1Cl | i | 0.4 | 4.3% | -2.9 | 82
COc1ccc(CNC(=O)CCc2ccc(S(=O)(=O)N3CCCCCC3)cc2)cc1 | i | 0.6 | 0.8% | 3.3 | 61
O=C(c1ccccc1OC(F)F)N1CCN(S(=O)(=O)c2ccc3c(c2)OCCCO3)CC1 | i | 0.5 | -2.4% | 0.1 | 98
CSCCC(NS(=O)(=O)c1ccccc1F)C(=O)NCC(c1ccco1)N(C)C (stereo not drawn) | i | 0.4 | 1.6% | 1.1 | 59
COc1ccc(Cl)cc1NC(=O)CN(C)C(=O)CCCNC(=O)c1ccc(Cl)cc1 | i | 1.0 | -0.1% | -2.0 | 42
Cc1ccc(S(=O)(=O)N2CCN(c3ccccc3)CC2)s1 | i | 0.2 | 7.8% | 0.7 | 60
O=C(CNC(=O)c1ccc(C(F)(F)F)cc1)NC1CC1 | i | 0.5 | 4.5% | 0.5 | 68
CCOc1cc(/C=N/NC(N)=O)cc(Br)c1OCc1ccccc1 | i | 0.6 | 8.2% | 0.5 | 62
COc1ccc(-c2c(-c3ccccc3)n(C)c3ccccc23)cc1 | i | 1.7 | 2.2% | 0.9 | 52
Cc1noc(C)c1NC(=O)N(C)C[C@H]1Oc2ccc(NS(=O)(=O)c3cn(C)cn3)cc2C(=O)N([C@H](C)CO)C[C@@H]1C | i | 0.7 | 2.2% | -3.1 | 60
COc1cc(C(=O)Nc2ncccc2C)ccc1OCC(=O)N1CCOCC1 | i | 1.2 | 5.6% | -2.7 | 47
COC(=O)[C@]1(Cc2ccccc2)N[C@H](CN(C)C(=O)Nc2ccc(C(F)(F)F)cc2)[C@@H]2C(=O)N(Cc3ccccc3)C(=O)[C@@H]21 | i | 2.4 | 2.3% | 9.4 | 55
O=C(Nc1ccccc1N1CCCCC1)c1ccc(-c2cc(Cl)ccc2Cl)o1 | i | 0.4 | 13.9% | 6.9 | 77
Cc1ccccc1OCCn1cc(C(=S)N2CCCC2)c2ccccc21 | i | 1.0 | 3.6% | -5.1 | 91
Cc1ccc(S(=O)(=O)N2CCCCC2)cc1NC(=O)CN1C(=O)c2ccccc2S1(=O)=O | i | 0.8 | -3.5% | -0.1 | 51
O=C(NNC(=O)c1ccc(S(=O)(=O)N2CCCC2)cc1)c1ccc(Br)cc1 | i | 0.5 | 3.2% | 1.9 | 66
COc1ccc(OC)c(-c2nn(-c3ccccc3)cc2C(=O)N2CCc3ccccc3C2)c1 | i | 0.7 | 4.0% | 1.7 | 60
O=C(CN1C(=O)c2ccccc2S1(=O)=O)Nc1cccc(S(=O)(=O)N2CCCCC2)c1 | i | 1.7 | 5.8% | -0.6 | 46
O=C(NCCCN1CCCC1=O)c1cccc(S(=O)(=O)Nc2ccccc2Cl)c1 | i | 0.3 | 1.3% | -0.3 | 78
COc1cc(OC)c(C(=O)OCC(=O)NCC2CCCCC2)cc1OC | i | 0.2 | 3.6% | -0.9 | 40
CCN(CC)S(=O)(=O)c1cc(NC(=O)CO/N=C(\N)c2ccccc2Cl)ccc1C | i | 1.3 | 5.1% | 1.0 | 68
CC(Sc1nnc(-c2ccco2)n1N)C(=O)NC1CCCCC1C (stereo not drawn) | i | 0.6 | 1.4% | -0.7 | 91
COc1ccc(-c2sc3ccc(N4CCOCC4)cc3c2C#CC(C)(C)O)cc1 | u | x | -5.3% | 15.9 | 77
NS(=O)(=O)c1ccc(CCNC(=O)COC(=O)CCN2C(=O)C3CC=CCC3C2=O)cc1 (stereo not drawn) | i | 0.9 | 3.5% | 0.7 | 45
CCOC(=O)C1=CC[C@H]2c3c(c4ccccc4n3C)C(=O)C1N2Cc1ccccc1 | i | 2.8 | -5.7% | -0.2 | 63
CC1CCCCC1NC(=O)COC(=O)c1cccn1C (stereo not drawn) | i | 0.5 | 3.6% | -0.5 | 45
COc1ccccc1C(=O)NCCC(=O)N1CCN(C(=O)c2ccco2)CC1 | i | 0.5 | 9.8% | 0.8 | 80

Some entries already given, limited to NTR1 agonist cell count 20 µM:
SMILES | NTR1 agonist cell count 20 µM
CC1CCCCC1NC(=O)COC(=O)c1cccn1C (stereo not drawn) | 45
CC(Sc1nnc(-c2ccco2)n1N)C(=O)NC1CCCCC1C (stereo not drawn) | 91

Other compounds follow:
SMILES | Myeloid diff 2 | Myeloid diff 2 GFP+ MAC1+ % | Rac1 GTP hydrolysis | NTR1 agonist | NTR1 agonist cell count 20 µM
CS(=O)(=O)c1ccc(Cl)c(NC(=O)CCN2C(=O)NC3(CCCC3)C2=O)c1 | i | 1.6 | -1.9% | 0.6 | 58
C[C@H](CO)N1C[C@H](C)[C@@H](CN(C)Cc2ccc(Cl)c(Cl)c2)Oc2c(NC(=O)Cc3ccccc3)cccc2C1=O | + | 2.9* | -2.6% | 18.6 | 60
O=C(COC(=O)c1ccco1)Nc1ccc([N+](=O)[O-])cc1Cl | i | 0.3 | 4.7% | -0.5 | 87
COc1ccccc1NC(=O)CNC(=O)CC12CC3CC(CC(C3)C1)C2 | i | 0.6 | -0.2% | 2.8 | 55
O=C(c1ccccc1)C(O)(Cc1ccccc1)c1ccccc1 (stereo not drawn) | i | 0.6 | 10.5% | 2.3 | 47
